TIM10 inh – inhibits growth of TIM10 yeast strain; S. cerevisiae TIM10 strain growth, BacTiter-Glo luminescence, 24 h; inhibition, % at 10 µM; 330,000 compounds, 1.4% hits; AID 463195;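 active means inhibition of 40% or more at the single tested concentration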;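 further: wild-type TIM10 isogenic control strain grown at permissive 25 °C; 0% = DMSO yeast wells and 100% = minimal medium wells without yeast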
Mdm2-MdmX inh – inhibitors of human Mdm2/MdmX interaction | O15151+Q00987 | SaOS-2 split-luciferase Mdm2/MdmX complementation, luminescence | inhibition, % at 8 µM | 330,000 compounds, 3% hits | AID 485346;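 active means inhibition of at least 50% at 8 µM in the primary screen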
CXCR6 inh – inhibitors of human CXCR6 receptor; CHO-K1 PathHunter CXCR6 beta-arrestin, luminescence; O00574; inhibition, % at 20 µM; 360,000 compounds, 0.36% hits; in the data active means inhibition above about 34%, passing the limit was not always enough;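 further: antagonist mode with CXCL16 agonist at 10 nM final; 0% = 10 nM CXCL16 with DMSO and 100% = unstimulated wells without agonist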
Target sequence (O00574 whole entry, looked up): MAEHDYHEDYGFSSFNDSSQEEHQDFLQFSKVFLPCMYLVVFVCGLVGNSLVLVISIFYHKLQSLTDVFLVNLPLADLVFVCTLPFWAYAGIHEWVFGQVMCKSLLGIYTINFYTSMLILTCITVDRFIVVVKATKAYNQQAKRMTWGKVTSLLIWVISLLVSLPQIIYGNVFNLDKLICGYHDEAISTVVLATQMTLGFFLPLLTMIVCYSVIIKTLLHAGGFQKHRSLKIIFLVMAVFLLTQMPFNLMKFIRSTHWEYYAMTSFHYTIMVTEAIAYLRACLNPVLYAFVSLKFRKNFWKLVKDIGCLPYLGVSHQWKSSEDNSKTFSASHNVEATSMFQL
tim10-1 inh – tim10-1 yeast growth inhibition | inhibition, % at 20 µM | S. cerevisiae tim10-1 ts strain growth, BacTiter-Glo, 24 h | 330,000 compounds, 2.2% hits | AID 463190;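 active means inhibition of at least 40%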;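 further: mutant grown at 25 °C; 0% = DMSO wells with yeast and 100% = wells holding no yeast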
tim23-1 inh – inhibits growth of tim23-1 mutant yeast. S. cerevisiae tim23-1 growth, BacTiter-Glo luminescence, 24 h. inhibition, % at 20 µM. 330,000 compounds, 1.3% hits;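 active means growth inhibition of the mutant yeast at or above 50%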;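 further: temperature-sensitive mutant grown at 25 °C; plate controls were DMSO-treated mutant yeast for no effect and medium wells lacking yeast for full effect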
APJ agonist – agonists of human APJ apelin receptor; P35414; CHO-K1 APJ PathHunter beta-arrestin, luminescence; 0% DMSO wells, 100% apelin; activation, % at 20 µM; 330,000 compounds, 0.11% hits;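 active means activation more than six SD over the plate average, tested at 20 µM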;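 further: 0% = DMSO alone and 100% = apelin-13 at 10 nM; some results filed as inactive read as strong as hits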
Target sequence (P35414 whole entry, looked up): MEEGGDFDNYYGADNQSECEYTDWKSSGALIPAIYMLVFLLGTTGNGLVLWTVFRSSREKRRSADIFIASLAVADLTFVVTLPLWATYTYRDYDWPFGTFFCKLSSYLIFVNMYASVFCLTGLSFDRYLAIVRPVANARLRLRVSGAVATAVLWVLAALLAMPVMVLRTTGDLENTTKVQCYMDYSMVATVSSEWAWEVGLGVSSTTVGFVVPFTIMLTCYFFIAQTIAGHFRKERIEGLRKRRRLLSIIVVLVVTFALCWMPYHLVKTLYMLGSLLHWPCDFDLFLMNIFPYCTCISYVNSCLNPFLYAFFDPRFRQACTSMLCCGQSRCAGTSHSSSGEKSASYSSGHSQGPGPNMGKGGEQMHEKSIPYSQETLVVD
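Material: engineered CHO-K1 APJ arrestin reporter cells; amount: 1000 CHO-K1 reporter cells seeded per well; incubation: compound stimulation 90 min at 25 °C, detection 60 min; signal: luminescent beta-gal fragment complementation, chemiluminescent substrate; read-out basis: APJ agonist activity; controls: DMSO-only wells as negative, 10 nM Apelin-13 as positive control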
UPR CHOP act – activators of apoptotic arm of unfolded protein response (CHOP) | CHO-CHOP luciferase reporter, UPR activation, luminescence; percent of tunicamycin response over DMSO baseline | activation, % at 10 µM | AID 449763 | 330,000 compounds, 0.34% hits;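 active means at 10 µM dose, activation of 40% or more, normalized to positive control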;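 further: 100% = tunicamycin at 10 µg/mL and 0% = DMSO alone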
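Dosing – one dose, 10 µM in 0.5% DMSO · System – CHO-CHOP cells, stable luciferase reporter of PERK-eIF2a-CHOP signalling · Input – 500 cells/well · Control set – tunicamycin 10 µg/mL final as positive, DMSO-only wells as negative · Timing – 6 h compound treatment, 37 °C · Measure – % activation vs tunicamycin · Technique – luminescence read with Steady-Glo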
APJ antag – antagonists of human APJ apelin receptor; P35414; CHO-K1 APJ beta-arrestin complementation, luminescence; inhibition, % at 20 µM; 330,000 compounds, 0.32% hits;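 active means inhibition above about 40% at 20 µM, limit read from the data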;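 further: cells challenged with 10 nM apelin-13 agonist together with compound; plate controls were apelin-13 plus DMSO wells for no effect and DMSO wells lacking apelin-13 for full effect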
UPR XBP1 act – adaptive UPR (XBP1) activation; 330,000 compounds, 0.33% hits; CHO-XBP1 luciferase reporter, IRE1-XBP1 UPR activation, luminescence; percent of tunicamycin response, DMSO as zero; AID 463104; activation, % at 20 µM;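 active means versus positive control, 20 µM dose yields 30% or more activation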;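 further: 100% = tunicamycin at 10 µg/mL and 0% = DMSO only wells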
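Material: CHO cell line with stable XBP1 luciferase reporter; schedule: 16-18 h cell attachment at 37 °C, then 6 h compound exposure; signal: glow luminescence from Steady-Glo reagent; medium: serum-containing F12 medium, 10% FBS; benchmarks: tunicamycin 10 µg/mL and vehicle-only wells; read-out: percent activation relative to tunicamycin reference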
Starred values were filed as active, the others as inactive. Some of the compounds tested; rates above refer to the full screens.

compound	CXCR6 inh	TIM10 inh	APJ agonist	tim10-1 inh	APJ antag	Mdm2-MdmX inh	UPR XBP1 act	UPR CHOP act	tim23-1 inh
COc1ccc(NC(=O)N2c3ccccc3C(C)=CC2(C)C)cc1	-3	-40	0	-15	-1	-20	3	1.5	-6
CCOC(=O)NC(NC(=O)OCC)C(=O)c1ccc(F)cc1	1	7	-5	3	23	8	-2	-0.1	6
Cc1csc2nc(CSc3nncn3-c3ccccc3)c(Br)n12	4	-14	-1	6	18	32	1	-3.1	11
Cc1ccc(S(=O)(=O)N2CCN(C(=O)CCC(=O)NCc3ccc(F)cc3)CC2)cc1	-7	-5	-1	-7	4	-12	1	-0.2	-6
N#C/C(=C/c1cc(Cl)c(O)c(Cl)c1)C(=O)N1CCCCC1	9	3	-1	17	16	9	0	-1.6	19
NS(=O)(=O)c1ccc(CNC(=O)c2scc3c2CCCC3)cc1	-1	-26	-4	-2	-17	14	2	0.1	-1
COCCNC(=O)c1cc2c(s1)-c1ccc(Cl)cc1SC2	0	10	0	42*	-5	-60	5	6.4	33
O=C(COC(=O)c1cccc(Cl)c1)Nc1cc(Cl)ccc1Oc1ccccc1	6	-17	-3	15	4	1	-3	-1.0	-4
CCCCNC(=O)C1CCN(c2nc(OC)nc(OC)n2)CC1	-1	10	-3	-3	3	-7	1	-1.0	4
O=C(O)CCC(=O)N1CCc2c([nH]c3ccccc23)C1C(F)(F)F (stereo not given)	-3	-6	-2	6	8	16	0	1.3	7
COc1cc(C(=O)NCCCNc2nc3cc(C)cc(C)c3cc2C#N)cc(OC)c1OC	8	4	-2	30	3	-34	4	-1.6	-23
COc1ccc(C)cc1NC(=O)CSCc1cc(=O)n2c(C)csc2n1	0	5	1	15	-21	0	1	1.6	11
CCN1C(=NCC(C)C)N[C@@H](CCc2ccccc2)[C@H](C(=O)NCC(C)C)[C@H]1C	-4	-4	-2	8	-2	20	1	-3.4	-9
CCOC(=O)C1=C(C)Nc2nnnn2C1c1ccc(OC)c(Br)c1 (stereo not given)	-1	7	0	14	-6	14	-2	0.1	27
O=C(c1cc2cc(Cl)ccc2[nH]1)N1CCN(c2ccccn2)CC1	-6	-3	-2	6	12	15	1	1.5	9
C[C@@H](NC(=O)c1nc[nH]c1C(=O)N[C@@H](CCCCNC(=O)OC(C)(C)C)C(=O)OC(C)(C)C)c1ccccc1	6	9	4	5	-1	35	0	0.4	24
CCOC(=O)c1c(C)[nH]c(C)c1S(=O)(=O)NCCc1sccc1C	-1	8	7	-6	5	33	-5	-1.9	1
CCCCN(C(=O)c1c(CC)noc1C)c1c(N)n(CCCC)c(=O)[nH]c1=O	-7	-3	2	-26	-46	4	-1	1.2	-4
CC(NC(=O)C1CCCC1)c1ccc(Br)cc1 (stereo not given)	5	-19	0	-8	23	-3	-3	6.2	-7
Cc1ccc(/C=N/N2CCN(Cc3ccccc3)CC2)s1	2	9	-2	16	7	-15	1	0.1	10
O=C(Nc1ccc(Cl)cc1)Nc1ccc(N2CCCC2)c(S(=O)(=O)Nc2ccccc2Cl)c1	-6	28	-1	27	-21	96*	11	16	40
COc1ccccc1OCCC(=O)NNC(=O)c1ccccc1F	2	-5	-1	2	4	3	0	-1.1	2
CCOc1ccc(CCNC(=O)C2CCN(S(=O)(=O)N3CCOCC3)CC2)cc1OCC	7	7	-5	5	18	27	-5	-5.2	0
CC(C)N1CC(C(=O)Nc2cccc([N+](=O)[O-])c2)CC1=O (stereo not given)	7	1	1	-15	-10	15	-3	-2.1	-1
COc1ccc(S(=O)(=O)N(CCc2ccccc2)CC(=O)N/N=C/c2ccc3c(c2)OCO3)cc1	-5	5	2	1	-16	11	0	0.7	-12
COC(=O)c1ccc(-n2c(C)nc(=O)c(-c3ccccc3)c2C)cc1	2	-5	-5	13	12	20	3	1.4	5
CCCOc1ccc(-c2c(C(=O)N/N=C/c3ccco3)nnn2-c2nonc2N)cc1	0	9	-4	5	-3	13	-2	3.1	-1
NS(=O)(=O)c1cccc(NC(=O)CC2(CC(=O)O)CCCC2)c1	0	-6	-3	3	5	-7	0	-1.5	11
Cc1ccc(CCNC(=O)CNC(=O)c2cccs2)cc1	-3	8	-4	18	-4	17	-2	2.7	15
CC(=O)c1c(N2CCOCC2)nc(=O)n(-c2ccccc2)c1C	-3	-4	2	-9	10	-37	-3	-1.0	6
O=C1NCC(c2ccccc2)C1C(=O)N/N=C\c1ccc(-c2cccc(Cl)c2Cl)o1 (stereo not given)	-8	5	3	12	3	27	2	-5.0	19
NCCOc1cnn(-c2ccccc2Cl)c(=O)c1Cl	-5	-25	-2	-13	-25	1	0	-0.7	0
CC(C)(C)c1nnc(NC(=O)Cc2ccccc2[N+](=O)[O-])s1	-7	13	0	6	-13	15	-4	-0.4	25
COc1cc2c(cc1OC)C(c1c(Cl)cccc1Cl)NC(=O)C2 (stereo not given)	8	3	-1	7	5	5	-5	0.9	2
CN(Cc1ccccc1F)C(=O)CCCNC(=O)c1ccc(Cl)cc1	-4	-1	-5	-1	3	28	-2	1.2	1
CC(=O)Nc1nc2ccccc2n1CCOc1ccccc1Cl	41*	0	-5	23	29	49	6	2.9	-4
CCOc1cc(N2CCOCC2)c(OCC)cc1NC(=O)CN1C(=O)NC(CC(C)C)C1=O (stereo not given)	-7	14	0	13	-10	-5	0	0.5	7
CCOc1nc(NCCC2=CCCCC2)nc(N2CCOCC2)n1	6	22	-2	37	13	16	0	-0.3	21
Cc1cc(-c2csc(NC(=O)c3ccc(S(=O)(=O)N(C)C)cc3)n2)c(C)n1-c1ccccc1	-4	6	-1	2	18	26	-4	1.1	-18
CCOc1ccc(-c2nc(C#N)c(N3CCCCCC3)o2)cc1	-5	4	0	7	-2	21	3	-0.1	24

2 entries from above, as labelled records.
CC(C)N1CC(C(=O)Nc2cccc([N+](=O)[O-])c2)CC1=O (stereo not given)
  CXCR6 inh: 7	TIM10 inh: 1	APJ agonist: 1	tim10-1 inh: -15	APJ antag: -10	Mdm2-MdmX inh: 15	UPR XBP1 act: -3	UPR CHOP act: -2.1	tim23-1 inh: -1
COc1ccc(S(=O)(=O)N(CCc2ccccc2)CC(=O)N/N=C/c2ccc3c(c2)OCO3)cc1
  CXCR6 inh: -5	TIM10 inh: 5	APJ agonist: 2	tim10-1 inh: 1	APJ antag: -16	Mdm2-MdmX inh: 11	UPR XBP1 act: 0	UPR CHOP act: 0.7	tim23-1 inh: -12

Additional records:
compound	CXCR6 inh	TIM10 inh	APJ agonist	tim10-1 inh	APJ antag	Mdm2-MdmX inh	UPR XBP1 act	UPR CHOP act	tim23-1 inh
CN(C)/C=N/C(=S)Nc1ccc(Cl)c(Cl)c1	0	26	-3	36	12	11	1	3.8	36
CCCCC(=O)Nc1cccc(NC(=S)NC(C)=O)c1	-1	12	-2	21	-16	12	-3	-1.5	24
CC(C)n1c(CN(C)c2ccccc2)nc2ccccc21	13	17	-3	16	-10	1	-1	0.1	32
COc1ccc(C(C(=O)NC2CCCCC2)N(C(=O)c2sc(C)nc2C)c2ccccc2)cc1 (stereo not given)	1	26	-2	6	4	32	2	-2.7	5
Cc1sc(NC(=O)CSc2nnc(-c3ccc(F)cc3)o2)c(C#N)c1C	-2	-5	-2	9	2	26	2	-0.2	9
COc1ccc2nc3c(c(-c4ccccc4)c2c1)CCC3	8	11	-4	19	13	-9	5	4.0	21
CCOc1ccc(S(=O)(=O)Nc2ccncc2)c(C)c1C	-5	0	-1	8	2	-19	-1	0.1	-4
Cc1nn(Cc2cccc(Oc3ccccc3)c2)c(C)c1NC(=O)NC12CC3CC(CC(C3)C1)C2	1	-11	0	21	8	22	-1	4.0	-23
Cc1cc(C)cc(NC(=O)C2CCCN2C(=O)Oc2ccccc2)c1 (stereo not given)	8	-18	0	6	-1	-3	-6	-1.3	12
Cc1oc2c(c(C)cc3oc(=O)c(CC(=O)N[C@@H](CCCNC(N)=O)C(=O)O)c(C)c32)c1C	-3	-10	-3	6	-13	14	-5	-0.3	16
Cn1c(O)c(N=NC(=O)Cn2c(C(F)(F)F)nc3ccccc32)c2ccccc21	-1	-2	2	7	23	-22	-2	0.1	7
O=C(Nc1ccc2c(c1)C(=O)NC2=O)c1ccccc1	0	10	-3	-27	-74	23	-1	0.8	3
CCOC(=O)C(C)OC(=O)C1=C(C)NC(=O)NC1c1ccc2c(c1)OCO2 (stereo not given)	5	-5	1	-2	-10	11	-3	-0.1	-3
CC(=O)N(CCC1(C(C)C)CCOC(C)(C)C1)Cc1ccco1 (stereo not given)	-3	8	-4	23	-10	10	-2	-0.8	21
C#CCN(C)CC/C=C1\c2ccccc2CSc2ccccc21	10	17	-5	44*	15	14	-1	-0.4	20
COc1cc(NS(=O)(=O)c2ccc(NC(=O)c3ccc(C)o3)cc2)nc(OC)n1	-7	-1	-2	3	-9	-12	2	-1.0	13
O=C(/C=C/c1ccc(F)cc1)Nc1ccc2[nH]c(=O)[nH]c2c1	6	-9	-6	-9	-2	-13	-1	0.8	-23
COC(=O)c1ccc(/C=N/N2CCN(Cc3ccc(Cl)cc3)CC2)cc1	-6	-1	3	2	-3	6	-2	-0.2	-9
CNC(=O)c1ccsc1NC(=O)c1sc2ccccc2c1Cl	15	17	-2	13	19	-31	1	2.7	1
CC1CCCCN1S(=O)(=O)c1ccc([N+](=O)[O-])cc1 (stereo not given)	-8	6	0	-1	-19	-7	0	4.1	11
O=C(c1cccnc1Nc1ccc2c(c1)CCC2)N1CCOCC1	-7	15	1	18	18	-11	-1	-1.4	21
O=C(NCc1ccccc1)/C(=C/c1ccco1)NC(=O)c1ccco1	-1	-12	-1	22	22	15	0	0.8	26
COCCN(C(=O)COC(=O)C1(C)CC1(Cl)Cl)c1c(N)n(Cc2ccccc2)c(=O)[nH]c1=O (stereo not given)	3	-3	-3	7	9	6	-6	-2.0	-1
COc1cccc(C(=O)Nc2nnc(S(=O)(=O)N3CCCC3)s2)c1	1	4	2	16	-20	14	-4	0.7	10
CN(c1ccccc1)c1cc(=O)[nH]c(=O)[nH]1	8	-8	-1	6	-14	0	0	2.8	-3
CCOC(=O)C1=NNC2C(=O)N(CC)C(=O)C12 (stereo not given)	-3	-3	-1	-12	18	19	-9	-3.2	14
Cc1cc(C)cc(NC(=O)CSc2ccc(-c3ccccn3)nn2)c1	-4	-19	-7	-13	-7	68*	-4	1.1	-13
COc1cc(-c2nc3cnccn3c2Nc2ccc3c(c2)OCCO3)ccc1O	1	25	4	15	-1	43	1	-1.2	3
CC1Cc2nc(SCC(=O)c3ccccc3)n(Cc3ccccc3)c(=O)c2S1 (stereo not given)	7	-6	-5	3	6	-5	2	1.7	13

From PubChem BioAssay
